# IMPase Li cell – membrane-permeable IMPase blocker, potentiated with lithium; CHO-M1 cells, IP1 TR-FRET (IP-One), carbachol + lithium; 210,000 tested, 0.35% active; Potency, µM (highest dose often 59.4 µM), for inactives: top-dose activity, negative = IMPase inhibition, actives largely listed as inhibitors;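 further: IP1 builds up when IMPase is blocked and the TR-FRET signal falls; plate controls were basal vehicle for no effect and high inhibitor control for full effect; nearly all actives have a fitted effect of over 50% in size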
#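 Steps: plate 2000 CHO-M1 cells per well and culture 16–30 h; add compound and lithium; incubate 30 min, 37C; add d2-IP1 tracer and Eu cryptate anti-IP1 antibody in lysis buffer; read after 10 min at room temperature.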
# HTT ATP protect – cytoprotection in Huntington HTT-Q103 PC12 cell model. Potency, µM (highest dose often 56.4 µM), without a hit: cytoprotection (ATP increase), most hits filed as activators. PC12 HTT-Q103 induced, cytoprotection, ATP luminescence, 40 h. AID 1471. 230,000 tested, 0.14% active;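 further: % of control where 0% means no effect; nearly all actives have a fitted effect of over 45% in size; toxic huntingtin expression switched on by the ecdysone agonist tebufenozide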
#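 PC12 cells stably carrying ecdysone-inducible Htt exon 1 (Q103)–GFP were induced with 100 nM tebufenozide (final) alongside library compounds in a dose series. Cytoprotection was scored as retained ATP by ATPlite luminescence.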
# GAA glycogen mod – alters human alpha-glucosidase cleavage of glycogen; AID 2100; Potency, µM (doses to about 76.4 µM), inactives show at the highest dose activity change, negative = inhibition, hits mostly inhibitors; 300,000 tested, 0.38% active; P10253; recombinant GAA, glycogen substrate, Amplex Red glucose oxidase fluorescence;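 further: 0% = full enzyme reaction and -100% = no-enzyme basal signal; the screen sought inhibitors and activators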
#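 Recombinant human enzyme (4 nM); glycogen substrate; 37 C, 40 min, pH 5.0. Readout: coupled glucose oxidase/Amplex Red fluorescence.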
# GAA inh – alpha-glucosidase (human) inhibition; P10253; purified human GAA, 4-MU-alpha-glucoside fluorescence; Potency, µM (top dose mostly 76.9 µM), for the others: top-dose activity change, negative = inhibition, usual class: inhibitors; 200,000 tested, 0.005% active;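 further: plate controls were uninhibited enzyme wells for no effect and no-enzyme background for full effect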
#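 Fluorogenic assay: 4 nM human alpha-glucosidase with 400 uM 4-methylumbelliferyl-alpha-D-pyranoside in 50 mM citrate/phosphate, 0.005% Tween-20, pH 5.0, 20 min at room temperature. Compounds tested up to 77 uM; AC50 from Hill fits.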
# HttQ103 aggreg – inhibitors of mutant huntingtin aggregate formation in PC12 cells | PC12 HttQ103-GFP aggregates, Acumen cytometry, 40 h | Potency, µM (series often up to 46.1 µM), for inactives: at the highest dose activity change, negative = inhibition, hits mostly inhibitors | 220,000 tested, 1.1% active | AID 1688; further: on the % scale 0 is the no-effect control and ±100 the full control effect; nearly all actives have a fitted effect of over 60% in size
#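 Aggregate formation scored by laser-scanning cytometer (488 excitation, 500–530 emission) in lysed PC12 cells expressing Q103-GFP after 100 nM tebufenozide induction; library tested in dose series, with ATPLite reagent added in the multiplex.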
# aGlu spleen mod – inhibits or activates alpha-glucosidase in human spleen homogenate. AID 2112. P10253. human spleen homogenate, 4-MU-alpha-glucoside fluorescence. Potency, µM (highest dose often 79.9 µM), for the others: at the top dose activity change, negative = inhibition, usual class: inhibitors. 240,000 tested, 0.006% active;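 further: 0% = enzyme with vehicle and -100% = no enzyme basal signal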
#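 Human spleen homogenate (1 ug) with 4-methylumbelliferyl-alpha-D-glucopyranoside (1 mM final) in 50 mM citrate/phosphate pH 5.0, 0.01% Tween-20; 40 min at 37 C. Stopped at pH 10; 4-MU fluorescence Ex 365/Em 440 nm; AC50 by Hill fit.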
# RGS12 GoLoco inh – blocks human Gai1 binding to RGS12 GoLoco peptide, red readout; Gai1:RGS12 GoLoco peptide FP, rhodamine, 10 min; AID 880; P63096; 230,000 tested, 0.44% active; Potency, µM (doses to about 61.6 µM), for inactives: at the highest dose activity, negative = inhibition, actives largely listed as inhibitors; active means well fitted inhibition curve with a large enough effect, not every such curve was filed as active; inactive means no such curve, though single readings can be large or run the other way; further: on the % scale 0 is the no-effect control and ±100 the full control effect; nearly all actives have a fitted effect of over 30% in size; many of its hits are not listed in these tables
# Target sequence (P63096 whole entry, looked up): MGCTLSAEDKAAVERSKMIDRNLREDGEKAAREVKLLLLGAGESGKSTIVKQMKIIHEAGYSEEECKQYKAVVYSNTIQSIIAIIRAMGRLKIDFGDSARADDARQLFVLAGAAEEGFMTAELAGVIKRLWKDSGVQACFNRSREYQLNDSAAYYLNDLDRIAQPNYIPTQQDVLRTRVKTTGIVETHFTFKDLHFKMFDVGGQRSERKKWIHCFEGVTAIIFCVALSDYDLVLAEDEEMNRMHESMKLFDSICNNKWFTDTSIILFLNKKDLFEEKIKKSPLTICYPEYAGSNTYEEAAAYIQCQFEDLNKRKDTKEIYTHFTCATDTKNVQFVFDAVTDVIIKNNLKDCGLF
# * = called active by the depositor; u = inconclusive; x = no result given; & = joins results of further samples; [ ] = dose if it differs, or a comment. Unless noted, the call rests on the fitted dose curve; in most records, active means well fitted curve in the direction sought with a large enough effect; inconclusive means small, poorly fitted or top-dose-only effect, or another doubt; inactive means no such curve, though single readings can be large; an effect the other way counts as inactive or inconclusive. Potency means the concentration at half of the fitted maximal effect. Not all compounds are listed (hit frequency here may not be typical).
SMILES	IMPase Li cell	HTT ATP protect	GAA glycogen mod	GAA inh	HttQ103 aggreg	aGlu spleen mod	RGS12 GoLoco inh
O=C(Nc1ccc(S(=O)(=O)N2CCCCC2)cc1)c1ccncc1	x	-15.6%[10 µM]	12.4%	-0.2%	-27.3%	-0.5%	x
Cc1c(-c2ccccc2)oc2c(C(=O)OCC(=O)Nc3ccc(F)cc3)cccc2c1=O	12.0%	7.4%[10 µM]	5.1%	2.6%	-19.9%	-4.0%	3.0%
COc1ccc(C2CC23N=C(c2ccccc2)OC3=O)cc1 (stereo not drawn)	3.8%	x	-0.2%	-0.3%	-5.6%	5.0%	1.3%
O=C(COC(=O)CSCC(=O)N1CCCCC1)Nc1ccc(Cl)cc1	-5.9%[38.3 µM]	-1.3%	1.4%	-13.8%	-16.0%	-4.9%	8.3%
CCC(C)NC(=O)CSc1nc2ccccc2c(=O)n1CCCC(=O)NCC1CCCO1 (stereo not drawn)	-1.8%[38.3 µM]	-6.1%	-0.9%	-0.2%	19.1%	-10.4%	8.9%
CCn1c(/C=C/c2ccc([N+](=O)[O-])o2)nc2ccccc2c1=O	3.5%[38.3 µM]	x	-1.1%	-8.1%	11.2µM*	-12.7%	11.5%
COc1ccc(C(=O)Nc2ccccc2C(=O)N/N=C/c2ccccn2)cc1OC	x	-3.8%[10 µM]	5.0%	x	u	-0.2%	-7.2%
CCCCc1[nH]nc2c1C1(C(=O)N(CC)c3ccccc31)C(C#N)=C(N)O2 (stereo not drawn)	8.1%[38.3 µM]	31.3%[10 µM]	6.5%	-2.4%	26.1%	-3.4%	-8.9%
COc1cc(CNn2c(C)n[nH]c2=S)cc(Cl)c1OCc1ccc(F)cc1	46.8%[activator][38.3 µM]	-17.8%	-20.7%	-5.1%	-32.4%	-5.4%	-5.2%
COc1cc(/C=C/C(=O)Nc2nnc(CC(C)(C)C)s2)cc(OC)c1OC	-3.4%	-17.6%[10 µM]	5.2%	5.6%	9.9%	2.8%	-7.8%
CCOC(=O)N1CCC(NC(=O)CNS(=O)(=O)c2ccc(Br)s2)CC1	-19.3%[38.3 µM]	-1.6%	2.5%	9.1%	6.6%	-3.4%	-5.4%
COC(=O)c1sc(NC(=O)CSc2nnc(C(C)C)n2C)nc1C	2.0%	16.7%[10 µM]	-7.7%	-6.7%	-2.7%	-13.9%	-2.0%
O=C(CCN1C(=O)c2ccccc2C1=O)C1=NN[C@@H]2C(=O)N(c3ccc4c(c3)OCO4)C(=O)[C@H]12	x	10.1%[10 µM]	-3.3%	x	-7.4%[9.22 µM]	7.0%	-1.3%
COCCn1nnnc1C(c1ccc2ncccc2c1)N1CCN(c2ccccc2F)CC1 (stereo not drawn)	3.5%[38.3 µM]	-16.5%	-4.9%	-8.4%	18.0%	-12.2%	0.9%
O=C(NC1CCCC1)C(=O)N(Cc1cccnc1)C(C(=O)NCC1CCCO1)c1ccco1 (stereo not drawn)	4.6%	x	20.2%	u	x	-3.6%	12.1%
COc1ccc(C2=NN(C(=O)CSc3nc4ncc(Cl)cc4[nH]3)C(c3ccco3)C2)cc1 (stereo not drawn)	21.7%	21.6%[10 µM]	0.5%	-0.8%	-2.6%	-0.4%	9.4%
COc1ccccc1Oc1ccccc1C(=O)O	17.8%[38.3 µM]	-2.9%	3.7%	-0.7%	u	-8.0%	12.3%
O=S(=O)(c1ccccc1)C1(S(=O)(=O)c2ccccc2)CCCC1	18.4%[38.3 µM]	-13.0%	-1.1%	u	-30.2%	-0.4%	7.0%
CCC(=O)N(Cc1ccc(C)cc1)Cc1cc2cc3c(cc2[nH]c1=O)OCO3	38.2%[activator][38.3 µM]	19.3%	8.0%	6.9%	-6.9%	-1.9%	0.9%
COC(=O)c1ccc(COc2ccc3c4c(c(=O)oc3c2)CCC4)o1	u	-29.3%[0.074 µM]	x	-1.9%	-21.4%	3.8%	20.7%
CC(=O)c1ccc(NC(=O)Cn2c3ccccc3c3nc(=O)cc(C)n32)cc1	x	12.0%[10 µM]	5.1%	x	7.8%[9.22 µM]	8.2%	5.1%
O=C(CCSCc1ccc(Cl)cc1)NCc1cccs1	-5.0%	-21.8%	0.6%	2.5%	18.1%	1.0%	7.8%
CCC/C(O)=C1\C(=O)CC(c2ccccc2)CC1=NC(C)C(=O)O (stereo not drawn)	4.0%	7.4%[0.074 µM]	-2.9%	3.6%	7.4%	3.7%	6.8%
COc1ccc(C(=O)O/N=C(\C)c2cnccn2)cc1	-3.3%	-39.1%[inhibitor]	12.0%	1.2%	13.6%	-0.5%	7.5%
CC(C)[C@@H](CC(=O)N[C@@H]1CCCC[C@H]1C(=O)N[C@H](CC(=O)N[C@@H](CCC(=O)O)CC(=O)O)Cc1ccccc1)NC(=O)C[C@H](CO)NC(=O)[C@@H]1CNCC[C@H]1N	-4.1%	-11.0%[1.9 µM]	x	x	x	3.7%	4.9%
C/C(O)=C(\C#N)c1nc2ccccc2[nH]1	50.1%[activator][38.3 µM]	3.6%	7.4%	4.3%	-0.5%	2.9%	5.0%
CN(CC(=O)Nc1ccccc1-c1ccccc1)Cc1ccccc1Cl	19.2%	-39.4%	-1.4%	3.4%	-12.2%	-17.3%	0.3%
CCC(=O)c1ccc(OCC(O)CN2CCN(S(=O)(=O)N3CCCCC3)CC2)cc1 (stereo not drawn)	8.7%[38.3 µM]	28.6%[10 µM]	1.2%	1.2%	-10.7%	-8.5%	5.0%
CCOc1cc(CNc2ncnc3nc[nH]c23)ccc1OC	16.1%[38.3 µM]	13.6%[10 µM]	8.1%	-6.5%	-24.7%	-3.7%	10.2%
COc1ccc(OC)c(/C=N/NC(=O)c2[nH]nc3c2CCc2ccccc2-3)c1	-4.0%	-17.9%[10 µM]	-2.6%	4.7%	-0.9%	7.2%	-5.7%
O=C(NNC(=S)Nc1ccc(Cl)cc1Cl)c1ccncc1	9.3%	15.4%[10 µM]	-27.5%	-7.8%	11.0%	-4.2%	-6.6%
COc1ccc(CCNC(=O)CSc2nc(C)nc3sccc23)cc1OC	x	-2.8%[10 µM]	-1.7%	x	8.6%[9.22 µM]	-10.8%	-5.2%
CN(C)CCOCCP(=O)(c1ccccc1)c1ccccc1	5.0%[38.3 µM]	15.7%	2.5%	2.4%	-6.7%	-2.9%	-0.1%
CC(C)(C)N1CC2([N+](=O)[O-])CN(C(C)(C)C)CC([N+](=O)[O-])(C1)C2	5.4%[38.3 µM]	10.4%	-4.1%	-5.5%	15.4%	-5.4%	2.2%
CCn1c(SCc2nc(-c3cccs3)no2)nnc1-c1c[nH]c2ccccc12	27.5%[38.3 µM]	17.8%[10 µM]	0.8%	2.7%	-5.8%	12.7%	-3.3%
O=C(Nc1nc2ccsc2c(=O)s1)c1ccco1	x	-25.0%[10 µM]	2.1%	x	-40.6%[9.22 µM]	-3.9%	1.9%
O=C(NCc1ccco1)c1nc2c(nnn2Cc2cccc(Cl)c2)c(=O)[nH]1	1.4%[38.3 µM]	4.47µM*	1.2%	7.1%	-9.1%	1.5%	14.0%
Cn1c(=O)c2c(SCC(=O)N3CCOCC3)nc(CC(C)(C)C)nc2n(C)c1=O	2.5%	1.2%	1.9%	-1.4%	-22.4%	-5.9%	-11.8%
O=C(CC(NC(=O)c1ccccc1)c1ccccc1)Nc1ccc(F)c(F)c1 (stereo not drawn)	19.1%	-85.5%[inhibitor]	-5.6%	10.5%	17.6%	-4.7%	8.7%
Cc1ccc(/C=N/NC(=O)c2c(-c3ccccc3)noc2C)o1	-5.8%	x	5.5%	-0.8%	0.3%	-3.7%	-1.8%

# One compound at a time (already shown):
# Cn1c(=O)c2c(SCC(=O)N3CCOCC3)nc(CC(C)(C)C)nc2n(C)c1=O in the list: IMPase Li cell = 2.5%; HTT ATP protect = 1.2%; GAA glycogen mod = 1.9%; GAA inh = -1.4%; HttQ103 aggreg = -22.4%; aGlu spleen mod = -5.9%; RGS12 GoLoco inh = -11.8%
# CCn1c(SCc2nc(-c3cccs3)no2)nnc1-c1c[nH]c2ccccc12 in the list: IMPase Li cell = 27.5%[38.3 µM]; HTT ATP protect = 17.8%[10 µM]; GAA glycogen mod = 0.8%; GAA inh = 2.7%; HttQ103 aggreg = -5.8%; aGlu spleen mod = 12.7%; RGS12 GoLoco inh = -3.3%

# (more compounds)
SMILES	IMPase Li cell	HTT ATP protect	GAA glycogen mod	GAA inh	HttQ103 aggreg	aGlu spleen mod	RGS12 GoLoco inh
Cc1cccc(C)c1NC(=O)C[N+](C)(C)C	25.7%&11.4%	-8.6%	x	x	x	14.4%&11.1%	9.5%&4.0%
O=C(c1cc([N+](=O)[O-])cc([N+](=O)[O-])c1)N(Cc1nnc(-c2ccccc2Cl)o1)C1CC1	10.4%	0.3%[10 µM]	-2.8%	-13.7%	13.8%	-4.6%	3.9%
COCCn1cnc2c1c(=O)n(CC(=O)Nc1cc(C)on1)c(=O)n2Cc1ccccc1	-29.7%[38.3 µM]	-1.7%	-2.1%	-13.7%	-2.4%	0.5%	-2.9%
C/C=C/C(=O)OCC(=O)Nc1ccc(OC)c(OC)c1	5.1%	-41.4%[inhibitor]	9.9%	1.7%	4.1%	-12.0%	3.5%
O=C(CC1S/C(=N/N=C/C=C/c2ccccc2)NC1=O)Nc1ccc(Cl)c(Cl)c1 (stereo not drawn)	2.3%	0.2%[10 µM]	-0.5%	-6.9%	u	-2.2%	-4.2%
COc1ccnc(-n2cccc2C=O)c1C#N	-8.2%	9.4%[10 µM]	-5.2%	-4.0%	5.9%	1.9%	8.3%
CCCCn1c(=O)n(CC(O)c2ccccc2)c(=O)c2c1ncn2C1CCCC1 (stereo not drawn)	24.6%[38.3 µM]	-15.4%[10 µM]	-2.8%	-5.2%	-12.1%	0.4%	-14.0%
O=C(CS(=O)(=O)c1cn(Cc2ccc(Cl)cc2)c2ccccc12)N1CCOCC1	-4.6%	-9.0%[10 µM]	9.0%	-1.3%	7.3%	-1.3%	-4.1%
CN(CC(=O)Nc1ccc(S(=O)(=O)N2CCCC2)cc1)Cc1ccc(Cl)cc1Cl	7.3%	11.1%[10 µM]	-11.1%	u	u	0.1%	-0.3%
CC(C)NC(=S)N/N=C/c1ccc(C(C)(C)C)cc1	11.3%	-47.7%[inhibitor][10 µM]	-22.3%	-3.2%	u	-5.7%	3.5%
O=C(N/N=C/c1ccco1)C1CC1(c1ccccc1)c1ccccc1 (stereo not drawn)	x	x	-8.6%	-4.3%	u	-13.5%	x
